# Screening data from PubChem.
# APJ agonist = APJ receptor agonism; P35414; CHO-K1 APJ PathHunter beta-arrestin, luminescence; 0% DMSO wells, 100% apelin; activation, % at 20 µM; 330,000 compounds, 0.11% hits; AID 2520;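 active means activation more than six SD over the plate average, tested at 20 µM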;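 further: 0% = DMSO alone and 100% = apelin-13 at 10 nM; some results filed as inactive read as strong as hits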
#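 Incubation: overnight seeding, 90 min compound at 25 °C, 1 h detection; test system: PathHunter CHO-K1 APJ (AGTRL-1) beta-arrestin reporter cells; amount: 1000 cells/well; doses: one dose, 20 µM compound, 1% DMSO; measured by: beta-gal luminescence; measure: agonist-driven arrestin binding to APJ; benchmarks: negative DMSO alone, positive Apelin-13 at 10 nM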
# NALP3 yeast inh = blocks the NALP3 inflammasome reconstituted in yeast | AID 2825 | Yeast reconstituted NLRP3/ASC/caspase-1, beta-gal luminescence, 24 h | inhibition, % at 10 µM | 330,000 compounds, 0.39% hits;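 active means inhibition of 50% or more; inactive means inhibition below 50%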;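 further: plate controls were induced DMSO wells for no effect and uninduced yeast grown without galactose for full effect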
# NR3A LBD binder = modulates the human NR3A ligand-binding domain; Tm shift relative to glycine control, % at 25 µM; NR3A LBD differential scanning fluorimetry, Tm shift; 0% = protein alone, 100% = glycine-bound protein; 340,000 compounds, 2.5% hits;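 active means melting temperature shift of at least 10% of the positive control shift, at one fixed dose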
# XBP1 UPR activ = adaptive UPR (XBP1) activation. CHO-XBP1 luciferase reporter, IRE1-XBP1 UPR activation, luminescence; percent of tunicamycin response, DMSO as zero. activation, % at 20 µM. 330,000 compounds, 0.33% hits. AID 463104;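 active means versus positive control, 20 µM dose yields 30% or more activation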;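 further: 100% = tunicamycin at 10 µg/mL and 0% = DMSO only wells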
#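 Material: CHO cell line with stable XBP1 luciferase reporter; buffer or medium: F12 medium containing 10% fetal bovine serum; compound: single point, 20 µM final compound, 1% DMSO; incubation: 6 h treatment, 37 °C; measured by: glow luminescence from Steady-Glo reagent; evaluation: activation, % of tunicamycin; control set: tunicamycin high, DMSO low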
# CHOP UPR activ = apoptotic UPR (CHOP) activation | activation, % at 10 µM | 330,000 compounds, 0.34% hits | CHO-CHOP luciferase reporter, luminescence; percent of tunicamycin response over DMSO baseline;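 active means at 10 µM dose, activation of 40% or more, normalized to positive control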;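 further: 100% = tunicamycin at 10 µg/mL and 0% = DMSO alone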
#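 Assay system: CHO cells with stable CHOP pathway luciferase reporter; Buffer or medium: F12 plus 10% serum; Times: 16-18 h cell attachment, then 6 h compound exposure, 37 °C; Signal: luciferase luminescence; Read-out basis: percent activation relative to tunicamycin control; Control set: tunicamycin high control, DMSO low control.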
# tim10-1 inh = inhibits growth of tim10-1 mutant yeast; S. cerevisiae tim10-1 ts strain growth, BacTiter-Glo, 24 h; 330,000 compounds, 2.2% hits; inhibition, % at 20 µM;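 active means inhibition of at least 40%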;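 further: mutant grown at 25 °C; 0% = DMSO wells with yeast and 100% = wells holding no yeast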
# tim23-1 inh = tim23-1 yeast growth inhibition; S. cerevisiae tim23-1 growth, BacTiter-Glo luminescence, 24 h; inhibition, % at 20 µM; 330,000 compounds, 1.3% hits; AID 463212;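 active means growth inhibition of the mutant yeast at or above 50%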;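 further: temperature-sensitive mutant grown at 25 °C; plate controls were DMSO-treated mutant yeast for no effect and medium wells lacking yeast for full effect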
# Mdm2 MdmX PPI = disrupts the human Mdm2-MdmX interaction | 330,000 compounds, 3% hits | O15151+Q00987 | SaOS-2 split-luciferase Mdm2/MdmX complementation, luminescence | inhibition, % at 8 µM;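 active means inhibition of at least 50% at 8 µM in the primary screen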
# Target sequence (O15151 whole entry, looked up): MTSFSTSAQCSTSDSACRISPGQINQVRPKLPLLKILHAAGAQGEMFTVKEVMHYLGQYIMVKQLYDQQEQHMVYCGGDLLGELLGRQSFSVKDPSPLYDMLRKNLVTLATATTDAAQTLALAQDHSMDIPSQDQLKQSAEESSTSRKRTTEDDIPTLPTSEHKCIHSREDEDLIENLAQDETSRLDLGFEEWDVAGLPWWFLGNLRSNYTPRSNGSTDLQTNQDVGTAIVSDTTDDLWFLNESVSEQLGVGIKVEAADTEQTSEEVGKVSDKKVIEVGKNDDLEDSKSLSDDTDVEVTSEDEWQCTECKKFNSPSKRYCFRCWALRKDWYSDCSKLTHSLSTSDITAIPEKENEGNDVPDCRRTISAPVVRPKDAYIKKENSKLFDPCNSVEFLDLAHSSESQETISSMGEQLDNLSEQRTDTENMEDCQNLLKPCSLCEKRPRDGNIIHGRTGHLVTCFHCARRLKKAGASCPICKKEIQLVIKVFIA
# Target sequence (Q00987 whole entry, looked up): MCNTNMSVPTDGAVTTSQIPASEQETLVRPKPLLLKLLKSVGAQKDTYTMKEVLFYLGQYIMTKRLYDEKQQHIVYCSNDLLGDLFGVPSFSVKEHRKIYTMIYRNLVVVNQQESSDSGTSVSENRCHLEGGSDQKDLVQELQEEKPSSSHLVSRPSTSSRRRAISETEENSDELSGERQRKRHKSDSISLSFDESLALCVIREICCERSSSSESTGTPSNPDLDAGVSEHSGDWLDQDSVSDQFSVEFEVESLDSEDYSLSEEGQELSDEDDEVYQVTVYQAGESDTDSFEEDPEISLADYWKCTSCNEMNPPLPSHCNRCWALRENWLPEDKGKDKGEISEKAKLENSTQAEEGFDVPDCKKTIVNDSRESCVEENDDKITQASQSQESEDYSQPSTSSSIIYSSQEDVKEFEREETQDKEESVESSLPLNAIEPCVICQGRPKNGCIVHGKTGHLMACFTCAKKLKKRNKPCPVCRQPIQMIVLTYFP
# TIM10 inh = TIM10 yeast growth inhibition. S. cerevisiae TIM10 strain growth, BacTiter-Glo luminescence, 24 h. inhibition, % at 10 µM. 330,000 compounds, 1.4% hits;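 active means inhibition of 40% or more at the single tested concentration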;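 further: wild-type TIM10 isogenic control strain grown at permissive 25 °C; 0% = DMSO yeast wells and 100% = minimal medium wells without yeast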
# Active calls of the source: *.
SMILES,APJ agonist,NALP3 yeast inh,NR3A LBD binder,XBP1 UPR activ,CHOP UPR activ,tim10-1 inh,tim23-1 inh,Mdm2 MdmX PPI,TIM10 inh
CCN(CC)S(=O)(=O)c1ccc2c(c1)nc(CCC(=O)OCC(=O)Nc1cc(OC)cc(OC)c1)n2C,-3,6,-2,-2,1.2,5,2,13,9
COc1ccccc1NC(=O)c1cc2c(CO)cnc(C)c2oc1=Nc1cccc(C(N)=O)c1,-2,5,4,1,4.6,-29,-20,79*,-1
COc1ccccc1N1CCN(C2CCCN(C(=O)c3cc(C)oc3C)C2)CC1 (centres undefined),-3,-2,-1,-3,-0.4,2,-16,8,1
O=C(Cn1cc([N+](=O)[O-])cn1)NCc1ccccc1,-1,15,2,-5,2.1,-2,4,15,2
Nc1c(C(=O)Nc2ccccc2)sc2nc3c(c(-c4ccco4)c12)CCC3,22,22,-1,2,1.1,12,21,-50,11
O=C(O)c1cc(Cl)c(Cl)cc1C(=O)Nc1cccc2cccnc12,5,5,-1,0,-1.6,-9,13,10,7
O=c1cc(CCl)nc2scc(-c3ccccc3)n12,-1,16,-1,1,2.3,9,21,14,-2
COc1cc(C(=O)NCCN2CCCC2)cc(OC)c1OC,-3,3,-4,-3,-2.7,-18,-5,-4,2
O=C1C(=O)N(O)C2CCCCC2N1O (centres undefined),-1,26,-1,1,-0.8,5,9,0,18
O=C(Nc1ccc(N2CCCCC2)cc1)c1ccc(F)cc1F,4,24,-2,-3,-0.4,-10,16,-88,-22
CC(=NNC(=O)c1ccc2nc[nH]c2c1)c1ccc(Br)cc1,1,21,-13,2,0.7,10,38,-30,-2
COC(=O)c1ccc(C(=O)OC)c(NC(=O)CSCC(=O)O)c1,-2,12,-1,-2,-0.3,-12,-5,23,-17
CC1CCN(C(=O)CSc2nc3c(cnn3-c3ccccc3)c(=O)[nH]2)CC1,-2,7,-2,-4,-1.6,13,11,-1,5
CC1CCCC(NC(=O)COC(=O)Cc2ccc(Cl)cc2)C1C (centres undefined),1,1,0,1,0.5,7,29,-19,4
COc1ccc(OC)c(S(=O)(=O)Nc2cccc(O)c2)c1,4,10,-1,-5,0.9,-10,9,12,9
Cc1ccc(S(=O)(=O)Cn2nnnc2C(C(C)C)N2CCN(c3nc4ccccc4s3)CC2)cc1 (centres undefined),0,12,-1,-3,0.2,21,-8,12,8
COc1ccccc1NS(=O)(=O)c1ccc(NN=C2CCCCC2)c([N+](=O)[O-])c1,4,4,-10,-2,-0.1,11,24,15,8
O=C(Nc1ccon1)c1ccc(Cl)s1,-3,12,1,2,1.0,6,-7,15,-7
OC(CN1CC=C(/C=C/c2ccc(Br)cc2)CC1)c1ccccc1 (centres undefined),-2,24,-1,-1,-2.3,-73,-6,15,-89
COc1cccc(C2CC(c3c(F)cccc3Cl)n3nc(N)nc3N2)c1 (centres undefined),4,4,-2,-3,0.3,4,-1,12,-2
COc1cc2c(cc1OC)C1(CCCC1)CNC2c1ccc([N+](=O)[O-])cc1 (centres undefined),-2,23,-1,-1,0.6,21,30,-4,14
CC1=CC=CN2C1=NC(=O)CC2(C)C(=O)N(CC(=O)NC1CCCC1)c1cc(C)cc(C)c1 (centres undefined),-2,6,0,0,0.8,8,-12,-15,-11
Cc1ccc2c(c1)c1ccc3c(c1n2C)C(=O)C=CC3=O,-5,37,-7,-10,-9.1,63*,73*,86*,63*
COc1ccccc1NCc1cc(=O)oc2c(C)c(O)ccc12,-3,10,-10,-2,0.9,6,3,18,2
Cc1cc(NC(=O)CSc2nnc(Cc3ccccc3)n2C)no1,-2,4,0,3,-1.1,14,9,18,11
CCCC(=O)Nc1ccccc1Sc1ncnc2scc(-c3ccccc3)c12,-2,16,-5,-1,-0.7,28,47,20,47*
c1ccc(C2CC(c3ccccc3)C(c3ccccc3)N2)cc1 (centres undefined),-8,-14,1,-1,0.5,16,23,12,22
CSCCC(NC(=O)COc1ccccc1)C(=O)N(C)Cc1ccc(Cl)cc1Cl (centres undefined),-2,11,1,-3,-1.4,16,34,7,3
O=C(c1cnn2c(C(F)(F)F)cc(-c3ccccc3)nc12)N1CCOCC1,-1,25,1,2,0.4,12,8,-1,13
CC12CC(NC(=O)N1c1cccc(C(=O)N3CCCCC3)c1)c1ccccc1O2 (centres undefined),7,-2,-5,-6,0.0,-1,-12,-11,-6
CN1CCc2c(sc3nc(NCCO)n(-c4cccc(Cl)c4)c(=O)c23)C1,-3,3,0,0,1.1,3,-9,15,4
Cc1ccc(-n2c(O)c(C=NC3CCS(=O)(=O)C3)c3ccccc3c2=O)cc1 (centres undefined),-2,14,-1,-2,0.7,7,1,4,-4
CCOC(=O)c1c(N)c(C#N)c2n1CCCC2,-2,12,1,-2,-0.8,-13,0,28,2
CC1=CC(=O)O[C@@H]1[C@@]1(C)C[C@H]2OC(=O)C[C@H]3[C@@H](C)C(=O)C(O)=C1[C@@]23CO,0,0,0,1,1.2,-11,-1,7,-8
COc1cc(/C=N/NC(=O)C(=O)NCC2CCCO2)cc(Cl)c1O (centres undefined),-2,5,-3,1,4.4,8,9,6,-13
COc1ccc(N2C(=O)CCC(C(=O)NCc3ccccn3)C2c2ccc(OC)c(OC)c2)cc1 (centres undefined),-1,-2,0,0,-0.5,6,12,-4,15
CC1=C(C(=O)N2CCOCC2)C(c2c(F)cccc2F)NC(=O)N1 (centres undefined),2,0,2,-2,-0.5,-2,6,-19,-2
Cc1[nH]n(C(N)=S)c(=O)c1N=Nc1cc(-c2ccc(Br)cc2)[nH]n1,-5,30,24*,0,4.8,23,14,7,21
CS(=O)(=O)c1cccc(-c2csc(N3CCC(C(N)=O)CC3)n2)c1,-1,5,-32,9,7.1,10,7,-42,0
CC(=O)c1cccc(NC(=O)COc2ccccc2C(=O)c2cc(C#N)c(=O)n(C3CCCCC3)c2)c1,-3,6,-1,0,1.7,26,12,19,-3

# Continued, overlapping the part above by 6 compounds.
SMILES,APJ agonist,NALP3 yeast inh,NR3A LBD binder,XBP1 UPR activ,CHOP UPR activ,tim10-1 inh,tim23-1 inh,Mdm2 MdmX PPI,TIM10 inh
COc1cc(/C=N/NC(=O)C(=O)NCC2CCCO2)cc(Cl)c1O (centres undefined),-2,5,-3,1,4.4,8,9,6,-13
COc1ccc(N2C(=O)CCC(C(=O)NCc3ccccn3)C2c2ccc(OC)c(OC)c2)cc1 (centres undefined),-1,-2,0,0,-0.5,6,12,-4,15
CC1=C(C(=O)N2CCOCC2)C(c2c(F)cccc2F)NC(=O)N1 (centres undefined),2,0,2,-2,-0.5,-2,6,-19,-2
Cc1[nH]n(C(N)=S)c(=O)c1N=Nc1cc(-c2ccc(Br)cc2)[nH]n1,-5,30,24*,0,4.8,23,14,7,21
CS(=O)(=O)c1cccc(-c2csc(N3CCC(C(N)=O)CC3)n2)c1,-1,5,-32,9,7.1,10,7,-42,0
CC(=O)c1cccc(NC(=O)COc2ccccc2C(=O)c2cc(C#N)c(=O)n(C3CCCCC3)c2)c1,-3,6,-1,0,1.7,26,12,19,-3
CCNc1nnc(-c2ccncc2)s1,-2,11,-1,-3,-3.1,13,7,5,-13
COC(=O)c1sccc1NC(=O)CSc1ccccc1NS(=O)(=O)c1ccc(Br)cc1,-5,5,-7,0,1.1,22,23,18,17
CCOC(=O)c1cnn(-c2ccc(C)cc2)c1N,2,21,1,0,1.5,-15,-1,-64,-3
Cc1ccc(CN(C(=O)Cn2nnc3ccccc32)C(C(=O)NCc2ccco2)c2cccs2)cc1 (centres undefined),-4,13,0,-5,-0.1,26,20,12,11
CC(=O)Nc1ccc(Oc2nc(C)cc(C)n2)cc1,-4,15,0,-1,-0.2,-11,-11,7,-16
COc1cc(/C=C/C(=O)OCC(=O)NC(=O)NC(C)(C)C)ccc1OCC#N,0,0,-4,-2,-1.1,0,5,6,-10
COc1cc(N=CC2=C(O)c3ccccc3C2=O)cc(OC)c1,-3,15,-4,0,8.4,5,0,-11,9
CN(CC(=O)N1CCc2ccccc21)S(=O)(=O)c1cccc2cccnc12,-5,16,-3,-4,0.5,21,21,20,9
CC(=O)Oc1ccc(C(=O)OCC(=O)c2c(N)n(C)c(=O)n(C)c2=O)cc1OC(C)=O,-4,-1,0,0,1.5,6,1,26,-18
COc1ccc2[nH]c3c(=O)n(Cc4ccc(C(=O)NCC5CCCO5)cc4)c(=S)[nH]c3c2c1 (centres undefined),-2,20,1,-3,-1.2,-39,-20,20,-5
CC(=O)Nc1ccc(NS(=O)(=O)c2ccc3ccccc3c2)cc1,0,24,-5,2,0.4,21,4,6,-6
Cc1ccc(C)c(NC(=O)COC(=O)CCC(=O)c2cccs2)c1,-4,1,-2,0,-0.6,10,13,12,15
Cc1ccc(C)c(CSc2nnc(C)c(=O)n2N)c1,-1,16,1,-1,-1.4,-9,-6,9,-7
O=C(O)c1cc([N+](=O)[O-])ccc1Nc1ccccc1,-1,26,-3,0,-0.4,-6,15,-13,-9
O=C(NCc1ccco1)c1ccc(Cn2c(=O)c3sccc3n(Cc3cccc(F)c3)c2=O)cc1,-2,10,-4,-1,-0.7,24,7,21,-6
COc1ccc(S(=O)(=O)NCC(c2cccnc2)N2CCN(c3ccccc3)CC2)cc1C (centres undefined),-3,10,0,0,-0.3,19,14,31,2
O=C(Oc1ccc(-c2csnn2)cc1)C1CC1,0,20,-1,0,-0.3,2,8,10,10
CC(=O)c1ccc(Oc2cc(C)nc(N3CCOCC3)n2)cc1,-3,15,-1,2,-0.1,11,5,1,5
Cc1ccc(S(=O)(=O)N(C)C)cc1NC(=O)Nc1c(-c2ccccc2)noc1C,2,-8,0,-2,-2.0,-9,-3,5,2
COc1ccc(N(C(=O)c2ccncc2)S(=O)(=O)c2cccs2)cc1,-5,-5,0,-2,-1.3,-46,-29,1,-13
COc1ccc(OCCC(=O)N2CCCCC2)cc1,6,20,0,0,1.5,12,10,-7,3
CCOc1nc(Nc2ccc(Cl)cc2)nc(OCC)n1,-2,9,-9,1,1.5,21,29,23,-4
O=S(=O)(NCC1CCCO1)c1ccc(Br)cc1 (centres undefined),-1,21,2,-5,-0.4,17,15,42,-6
COc1ccc(Cl)cc1NC(=S)NC(=O)c1ccc2c(c1)OCO2,13,21,-7,1,-0.1,11,10,-16,-2
O=C(CCCN1C(=O)c2ccccc2C1=O)Nc1ccccn1,-6,-2,4,1,-0.9,-3,15,4,-7
O=C1c2ccccc2NC(c2ccc(-c3ccc(C(F)(F)F)cc3)o2)N1O (centres undefined),-2,4,23*,1,-0.7,-14,65*,67*,8
Cc1cc(C)c(C)c(S(=O)(=O)NCC(=O)O)c1C,4,20,0,-1,0.1,12,13,4,3
COc1cc2c(cc1OC)C(C)N(C(=O)c1cc3c(s1)-c1c(C)cccc1OC3)CC2 (centres undefined),-2,12,0,-2,-1.7,34,26,13,15
